Sm TGR inh: qHTS Assay for the Inhibitors of Schistosoma Mansoni Peroxiredoxins; Schistosoma mansoni thioredoxin glutathione reductase (TGR), Q962Y6; purified TGR, DTNB reduction, TNB absorbance 405 nm; Potency, µM (series often up to 114 µM), for the others: at the top dose activity change, negative = inhibition, usual class: inhibitors; hit rate 3% among 360,000; active means well fitted inhibition curve with a large enough effect; inconclusive means small, poorly fitted or top-dose-only effect; inactive means no such curve, though single readings can be large or run the other way; further: nearly all actives have a fitted effect of over 60% in size
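Kinetic colorimetric format: TGR-catalysed, NADPH-driven DTNB reduction monitored via TNB absorbance. Enzyme dispensed at 20 nM; compound exposure 15 min at room temperature before reaction start.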
An asterisk follows results filed as active; ? = inconclusive. On the % scale 0 is the no-effect control and ±100 the full control effect; potency means the concentration at half of the fitted maximal effect.

SMILES	Sm TGR inh
COC(=O)c1cc2sc(C)cc2n1Cc1nc(-c2cccc(Br)c2)oc1C	7.6%
Cc1ccc(C)c(N2CCN(C(=O)NCc3noc4ccc(C)cc34)CC2)c1	2.7%
O=C(NCC1CCN(Cc2cccc(Cl)c2)CC1)Nc1cc(Cl)ccc1Cl	1.6%
COc1cc(NC(=O)c2cn(C3CCCC3)c(=O)c3c2c2ccccc2n3C)cc(OC)c1OC	5.7%
CCc1cccc(CC)c1NC(=O)Cc1csc(C)n1	?
Cc1nc(-c2ccccc2)sc1CCNC(=O)C(=O)Nc1ccc(F)c(Cl)c1	?
Cc1c(Cl)cccc1Nc1nc2ccc(C(=O)c3ccccc3)cc2n2cnnc12	5.2%
CCn1ccc2cc(S(=O)(=O)N3CCCN(C(=O)Nc4ccc(C)cc4)CC3)ccc21	-0.6%
O=C(CSc1nc2c(c(=O)[nH]1)CCCC2)Nc1ccccc1C(F)(F)F	-2.2%
COc1ccc(-c2cn3c(n2)sc2cc(C(=O)Nc4ccc(C)c(Cl)c4)ccc23)cc1	-2.3%
O=C(c1cc(-c2ccc(Br)cc2)n[nH]1)N1CCN(S(=O)(=O)c2ccc(Cl)s2)CC1	1.2%
Cc1cccc(-c2nc(SCC(=O)NCC3CCCO3)c3c(=O)n(C)c(=O)n(C)c3n2)c1 (stereo unspecified)	3.5%
COc1cc(OC)cc(C(=O)Nc2cc(-c3nc4ccccc4s3)ccc2OC)c1	-1.7%
COc1cccc(NC(=O)C2CCN(c3nn4cc(-c5ccc(F)cc5)nc4s3)CC2)c1	-11.8%
CCN(CC)CCNC(=O)c1c2c(nc3ccccc13)C(=O)N(C1CCCCC1)C2	-1.1%
Cn1c(CCNC(=O)c2ccco2)nc2cc(NC(=O)COc3ccc(Cl)cc3)ccc21	-0.4%
O=c1c(-c2cc(-c3ccc(Cl)cc3)nc3c2COc2ccccc2-3)coc2ccccc12	2.7%
COc1ccc(NS(=O)(=O)c2ccc3[nH]c4c(c3c2)CCCC4)c(OC)c1	24.6%
O=C(CSc1nc2cc(C(=O)NC3CCCC3)ccc2c(=O)n1CC1CCCO1)c1cccc(Cl)c1 (stereo unspecified)	-7.4%
Cc1ccc(-c2cn3c(n2)sc2cc(C(=O)NCCC4=CCCCC4)ccc23)cc1	-3.8%
O=C(Nc1ccc2oc(-c3cccnc3)nc2c1)c1cccc(Br)c1	-9.1%
Cc1cc(C)cc(NC(=O)CN(C)S(=O)(=O)c2ccc3[nH]c4c(c3c2)CCCC4)c1	2.4%
Cc1cc(-c2ccc(S(=O)(=O)Nc3ccc(Br)c(C)c3)s2)on1	-4.4%
Cc1c(C(=O)Nc2cccc(C(F)(F)F)c2)oc2ccc(S(=O)(=O)N(C)C3CCCCC3)cc12	11.5%
Cc1oc(C)c2c(=O)cc(-c3ccc4c(c3)OCO4)cc(OC(=O)c3ccc(Cl)cc3)c12	-17.2%

Among those listed so far, 3 contain a furan ring, fused or not.
SMILES	Sm TGR inh
Cn1c(CCNC(=O)c2ccco2)nc2cc(NC(=O)COc3ccc(Cl)cc3)ccc21	-0.4%
Cc1c(C(=O)Nc2cccc(C(F)(F)F)c2)oc2ccc(S(=O)(=O)N(C)C3CCCCC3)cc12	11.5%
Cc1oc(C)c2c(=O)cc(-c3ccc4c(c3)OCO4)cc(OC(=O)c3ccc(Cl)cc3)c12	-17.2%

Next part
SMILES	Sm TGR inh
Cc1cc(C)c(NC(=O)CSc2nc(=O)n(Cc3ccco3)c3c2CCC3)c(C)c1	-14.6%
COc1cccc(CNC(=O)c2cc3n(n2)CCCN(Cc2ccc(C)cc2)C3=O)c1OC	1.2%
Cc1ccccc1C(=O)Nc1nc2c(s1)CC(C(C)(C)C)CC2 (stereo unspecified)	1.9%
CCN1C(=O)c2ccccc2Sc2ccc(NC(=O)Nc3cccc([N+](=O)[O-])c3C)cc21	3.3%
O=C(Nc1c(C(=O)Nc2ccc(F)cc2)oc2ccccc12)c1cc2ccccc2o1	6.0%
COc1ccc(-c2cc(C(=O)Oc3cccc(C)c3)c3cc(C)ccc3n2)cc1	3.5%
COc1cc(OC)cc(-c2nc3nc(C)c(CCC(=O)Nc4cc(F)ccc4F)c(C)n3n2)c1	18.0%
CC1CCCN(S(=O)(=O)c2cc3c(cc2Cl)NC(=O)CO3)C1 (stereo unspecified)	7.5%
CCCCOc1ccc(Cn2c(=O)oc3ccc(C)cc32)cc1OC	7.7%
COc1ccc(N(CC(=O)NCCc2ccc(Cl)cc2)S(=O)(=O)c2c(C)nn(C)c2C)cc1	-12.4%
COc1ccccc1CCNC(=O)c1ccc2c(c1)c(C)c(C)n2C	-2.5%
O=C(c1cccc(Cl)c1)N1c2ncnn2C2(CCCCC2)[C@@H]2CCCC[C@@H]21	1.0%
Cc1cc(C)c2c(c1)c(C)cc1nnc(SCc3ccccc3C#N)n12	-15.3%
CCC(C)NC(=O)c1sc2nc(C)c(C(=O)Nc3ccc(C)cc3C)c(-c3ccc(Cl)cc3)c2c1N (stereo unspecified)	-1.0%
COc1cc(OC)c(OC)cc1CN1CCc2nc(N3CCN(C)CC3)ncc2C1	39.8µM*
COc1cc(Cl)c(C)cc1NC(=O)Cn1c2ncccc2c(=O)n1-c1ccccc1	-0.8%
COc1ccc2[nH]cc(CCN=C(NC(=O)c3ccccc3OC)Nc3nc(C)cc(C)n3)c2c1	-3.0%
Nc1c(C(=O)Nc2ccc(F)c(F)c2)sc2nc(-c3ccncc3)ccc12	0.4%
Cc1cc(F)ccc1NCc1ccccc1-c1nnc(-c2ccccc2Cl)o1	2.4%
CCOc1ccc(C(=O)N2CCC(c3ccncc3)CC2)cc1	-0.6%
CCCn1c(=O)c2sccc2n2c(CCCC(=O)NCCOC)nnc12	-0.8%
CCCOc1ccc(C(=O)Nc2ccc3oc(-c4ccc5ccccc5c4)nc3c2)cc1	2.0%
COC(=O)c1ccc2c(=O)n(CCCCCC(=O)NCc3ccc(Cl)cc3)c(=O)[nH]c2c1	2.3%
CCCCNC(=O)c1sc2ncccc2c1-n1cccc1	12.3%
Cc1cccc(-c2nc(-c3ccc4c(c3)[nH]c(=O)n4C)no2)c1	4.0%
(listing goes on)
SMILES	Sm TGR inh
Cc1ccc(SCc2nc(-c3ccc(C(=O)NCc4ccccc4Cl)cc3)oc2C)cc1	-18.1%
COc1ccc(CNC(=O)Cn2c(SCC(=O)N(C)c3ccccc3)nc3ccccc32)cc1	3.7%
O=C(CCCCCn1c(=O)[nH]c2ccccc2c1=O)NCc1ccc(Cl)cc1	-1.8%
Cc1ccc(-n2nc(CO)c(C(=O)NCCc3ccccc3)n2)cc1C	-9.5%
COc1ccccc1Nc1c2c(nc3ccc(NC(=O)c4ccc(N(C)C)cc4)cc13)CCCC2	1.1%
COc1ccc(C(=O)c2oc3ccccc3c2NC(=O)COc2c(C)cc(C)cc2C)cc1	7.5%
Cc1ccc(S(=O)(=O)CCC(=O)N2CCN(c3nc4c(C)c(Cl)ccc4s3)CC2)cc1	0.4%
CSc1ccc(/C=C/c2nc3ccccc3n2S(=O)(=O)c2cccc(Cl)c2)cc1	0.6%
Cc1ccc(CNC(=O)c2ccc(CSCc3c(F)cccc3Cl)o2)cc1	6.9%
COc1ccc(OC)c(CCNC(=O)c2nn(C)c3c2CSc2ccccc2-3)c1	?
CCc1ccc2occ(CC(=O)NCc3ccccc3)c2c1	-2.9%
CCOc1ccccc1NC(=O)CN1Cc2ccccc2C1=O	2.6%
Cc1cc(C)c2c(CC(=O)N(Cc3ccc(N(C)C)cc3)Cc3ccco3)coc2c1	1.2%
Cc1ccc2[nH]c(CSc3nnc(NC(=O)c4ccc(Cl)cc4)s3)cc(=O)c2c1	7.5%
CCCCOc1ccc(CNC(=O)CCCN2C(=O)CSc3c2c(C)nn3-c2ccccc2)cc1	2.5%
CN1CCN(c2ncc3c(n2)CCN(Cc2ccccc2Cl)C3)CC1	-5.7%
Cc1ccccc1CCNCc1c(C(=O)O)c(C)n(Cc2c(F)cccc2Cl)c1C	3.3%
CCc1cc(=O)[nH]c(SCc2nc(-c3ccccc3C)no2)n1	-1.2%
Cc1ccccc1C(=O)Nc1ccccc1-c1nc(-c2ccccc2)no1	-1.8%
CCc1ccc(NC(=O)CCS(=O)(=O)c2ccc3c(c2)oc(=O)n3C)cc1	-3.2%
COc1ccc(C)cc1NS(=O)(=O)c1ccc2oc(=O)c3ncn(C)c3c2c1	3.8%
CCN(CC)S(=O)(=O)c1ccc(NC(=O)c2c(C)oc3ncnc(N4CCOCC4)c23)cc1	-3.1%
O=C1CS(=O)(=O)C2(C(=O)N(Cc3ccccc3Cl)c3ccccc32)N1c1ccc(F)cc1 (stereo unspecified)	9.6%
Cc1ccc(CNC(=O)c2ccc3c(O)c(S(=O)(=O)c4ccc(Cl)cc4)c(=O)[nH]c3c2)cc1	3.3%
CCN1CCN(C(=O)c2ccc3c(c2)N(Cc2c(F)cccc2Cl)C(=O)c2ccccc2S3)CC1	2.9%

Reprinted from the part before: seven compounds, followed by the next part.
SMILES	Sm TGR inh
Cc1ccccc1C(=O)Nc1ccccc1-c1nc(-c2ccccc2)no1	-1.8%
CCc1ccc(NC(=O)CCS(=O)(=O)c2ccc3c(c2)oc(=O)n3C)cc1	-3.2%
COc1ccc(C)cc1NS(=O)(=O)c1ccc2oc(=O)c3ncn(C)c3c2c1	3.8%
CCN(CC)S(=O)(=O)c1ccc(NC(=O)c2c(C)oc3ncnc(N4CCOCC4)c23)cc1	-3.1%
O=C1CS(=O)(=O)C2(C(=O)N(Cc3ccccc3Cl)c3ccccc32)N1c1ccc(F)cc1 (stereo unspecified)	9.6%
Cc1ccc(CNC(=O)c2ccc3c(O)c(S(=O)(=O)c4ccc(Cl)cc4)c(=O)[nH]c3c2)cc1	3.3%
CCN1CCN(C(=O)c2ccc3c(c2)N(Cc2c(F)cccc2Cl)C(=O)c2ccccc2S3)CC1	2.9%
CCOc1ccc(-c2cc3nc(C4CCN(C(=O)OC(C)(C)C)CC4)c(C(=O)Nc4cccc(C(F)(F)F)c4)cn3n2)cc1	1.5%
CCOC(=O)c1ccc(NC(=O)c2cn3c4c(ccc(Cl)c4c2=O)OC(C)C3)cc1 (stereo unspecified)	-10.9%
CCCCNC(=O)CSc1nc2ccccc2nc1Cc1ccccc1	2.5%
COC(=O)c1ccc2c(c1)N(CC(=O)Nc1ccc(C)c(C)c1)C(=O)c1ccccc1S2	-6.5%
COc1ccc(CNC(=O)c2ccc3c(c2)CCN3S(=O)(=O)c2ccccc2)cc1	-1.9%
COc1ccccc1-c1nnc(C2CCN(S(=O)(=O)c3ccccc3)CC2)o1	34.1%
CCOC(=O)c1cnc2ccc(C(=O)OC)cc2c1Nc1ccccc1CC	-15.7%
Cc1ccc(-n2c(=O)c3c4c(sc3n(CC(=O)c3ccc(Cl)cc3)c2=O)CCC4)cc1C	3.5%
Cc1onc(-c2ccccc2Cl)c1C(=O)Oc1ccc(Br)cc1	1.9%
CCn1cc(S(=O)(=O)c2ccc(Cl)cc2)c(=O)c2cc(F)c(N3CCOCC3)cc21	-1.8%
COc1ccccc1OC(C)C(=O)Nc1c(C(=O)c2ccc(Cl)cc2)oc2ccccc12 (stereo unspecified)	2.1%
COc1ccc(CNC(=O)c2cc(Nc3ccccc3C)nc3ccccc23)cc1	4.5%
COc1ccccc1C(=O)NC1=NC(c2ccc(Br)cc2)CC(=O)N1 (stereo unspecified)	5.0%
Cc1cc(C)cc(OCC(=O)N(Cc2cccs2)c2ccc(Cl)cc2)c1	-5.3%
Cc1cc(F)ccc1NC(=O)c1c(C)oc2c1C1=NCCN1C=N2	-3.1%
Cc1ccc(C(=O)c2cn(CC(=O)NCc3ccccc3Cl)c3nc(C)ccc3c2=O)cc1	-2.7%
Cc1nc2ccn(Cc3ccco3)c(=O)c2cc1C(=O)N1CCN(c2ccc(F)cc2)CC1	-33.6%
Cc1cccc(N2CCN(C(=O)c3cc4ccc5cccnc5c4[nH]3)CC2C)c1 (stereo unspecified)	-11.8%
O=C(NCC(c1ccc2c(c1)OCO2)N1CCN(c2ccccc2)CC1)c1ccc(F)c(F)c1 (stereo unspecified)	1.7%
COc1ccc(CNC(=O)CCCN2C(=O)CSc3c2c(C)nn3-c2ccccc2)c(OC)c1	5.7%
Cc1ccc(S(=O)(=O)n2nc(-c3ccco3)nc2NCc2ccc(N(C)C)cc2)cc1	-18.4%
Cc1cc(C)c2nc(N(Cc3cccnc3)C(=O)c3cccs3)sc2c1	-3.4%
CC(C)(C)CC(=O)Nc1nnc2n1CCS2	9.9%
COc1ccc(CCNc2nc3cc(OC)c(OC)cc3c3nc(-c4cccnc4)nn23)cc1OC	0.1%
COc1ccccc1NC(=O)C1=C(C)Nc2nc(SCc3ccc(Cl)cc3)nn2C1c1ccccc1Cl (stereo unspecified)	2.7%
Next part.
SMILES	Sm TGR inh
COC(=O)c1sc2cccc(F)c2c1S(=O)(=O)N1CCN(c2cccc(C)c2)C(C)C1 (stereo unspecified)	7.5%
CCOc1ccc(NC(=O)C2CCCN(c3nnc(C)c4c(C)n(-c5ccccc5)nc34)C2)cc1 (stereo unspecified)	-9.7%
CCN(C(=O)Cn1cnc2onc(-c3ccc(F)cc3)c2c1=O)c1cc(C)ccc1C	6.7%
Cc1nn(CCCC(=O)NCc2ccc(OC(C)C)cc2)c(=O)c2c1sc1ccccc12	-3.7%
Cc1noc(-c2ccc(NC(C)c3ccccc3)c([N+](=O)[O-])c2)n1 (stereo unspecified)	-1.6%
CC(C)CCOc1ccc(C(=O)Nc2sc3c(c2C#N)CCCCC3)cc1	0.0%
O=C(NCc1ccco1)c1ccc2c(c1)N(Cc1ccc(Cl)cc1)C(=O)c1ccccc1S2=O (stereo unspecified)	-21.7%
COc1ccccc1N1CCN(C(=O)CCNS(=O)(=O)c2ccc3c(c2)CCN3C(=O)C2CC2)CC1	4.9%
CCN(CC)C(=O)Cn1cc(SCC(=O)Nc2cccc(F)c2)c2ccccc21	-3.0%
O=C(Nc1ccccc1C(=O)OCc1cc(=O)n2ccsc2n1)c1ccccc1Cl	-1.3%
CC(C)(C)C1CCc2c(sc3nnn(CCOc4ccccc4)c(=O)c23)C1 (stereo unspecified)	0.6%

Only part of the results is shown (hit frequency here may not be typical).
